TRPC4 inh: inhibitors of mouse TRPC4 channel, primary screen, Fluo4 calcium, HEK293 TRPC4beta/mu-opioid cells; Short transient receptor potential channel 4 (Mus musculus), Q9QUQ5; DAMGO-evoked Fluo4 calcium flux; hits give low values; B-score at 10 µM; actives 0.39% (n = 300,000);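 active = B-score over 3 SD under the library average, no early fluorescence shift, positive overall ratio signal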
Target sequence (Q9QUQ5 whole entry, looked up): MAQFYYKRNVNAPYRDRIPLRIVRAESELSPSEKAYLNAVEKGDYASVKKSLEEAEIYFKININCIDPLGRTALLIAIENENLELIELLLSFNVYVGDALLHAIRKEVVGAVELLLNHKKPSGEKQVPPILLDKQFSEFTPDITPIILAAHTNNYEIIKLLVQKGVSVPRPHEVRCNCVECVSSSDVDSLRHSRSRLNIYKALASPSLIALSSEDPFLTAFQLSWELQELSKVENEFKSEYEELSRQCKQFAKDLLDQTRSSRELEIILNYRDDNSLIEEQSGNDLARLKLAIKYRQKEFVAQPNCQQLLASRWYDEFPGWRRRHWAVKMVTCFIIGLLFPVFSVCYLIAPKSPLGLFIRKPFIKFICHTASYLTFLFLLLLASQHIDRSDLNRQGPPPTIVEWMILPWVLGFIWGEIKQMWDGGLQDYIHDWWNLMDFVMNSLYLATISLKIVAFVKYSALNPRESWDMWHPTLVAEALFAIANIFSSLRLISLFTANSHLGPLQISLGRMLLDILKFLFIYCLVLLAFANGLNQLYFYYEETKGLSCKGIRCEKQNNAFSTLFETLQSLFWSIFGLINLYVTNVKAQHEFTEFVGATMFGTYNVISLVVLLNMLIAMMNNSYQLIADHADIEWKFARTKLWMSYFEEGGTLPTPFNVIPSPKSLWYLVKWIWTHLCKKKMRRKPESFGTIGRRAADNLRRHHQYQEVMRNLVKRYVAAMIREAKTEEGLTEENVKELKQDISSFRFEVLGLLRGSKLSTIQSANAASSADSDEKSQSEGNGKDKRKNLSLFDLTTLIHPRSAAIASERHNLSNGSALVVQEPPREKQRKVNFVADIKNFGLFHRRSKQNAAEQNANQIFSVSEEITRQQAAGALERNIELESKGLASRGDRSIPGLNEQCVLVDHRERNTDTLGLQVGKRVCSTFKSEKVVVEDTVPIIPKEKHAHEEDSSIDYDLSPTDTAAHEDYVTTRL
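Material: HEK293 cells with stable TRPC4beta plus mu-opioid receptor expression / Probe or stimulus: DAMGO in two steps, submaximal then maximal / Compound: single concentration per test compound / Technique: kinetic Fluo4 fluorescence imaging of calcium influx / Read-out: per-well B score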
TRPC6 inhibitor: mouse TRPC6 channel inhibitors, primary screen, cell-based, HEK293, membrane potential dye; Short transient receptor potential channel 6 (Mus musculus), Q61143; ACh-evoked depolarization; hits give low values; B-score at 10 µM; actives 1.1% (n = 310,000); AID 2553, 2010;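 active = B-score under library mean minus 3 SD, initial fluorescence not abnormally high, positive integrated signal ratio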;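 note: B-score derived from integrated fluorescence ratio over the kinetic read; more negative B-score means stronger inhibition of depolarization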
TMEM16A act: TMEM16A chloride channel activators or potentiators, primary screen, cell-based, HTS; HEK293 TMEM16A/YFP-H148Q/I152L, iodide quench fluorescence; hits give low values; actives 0.3% (n = 340,000); B-score at 10 µM;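 active = fluorescence-ratio B-score plate-corrected deviation score at least 3 library SD below zero, with starting fluorescence score within 5 deviations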;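 note: channel opened by trigger with iodide after compound preincubation; score built on the fluorescence ratio of max minus min over baseline; more negative score means more quench and so TMEM16A activation or potentiation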
MrgX1 agonist: agonists of human MrgX1 receptor, primary screen, HEK293 cells, Fluo-4 calcium flux. B-score at 10 µM. AID 588627, 2011. actives 0.44% (n = 310,000). Fluo-4 calcium fluorescence, agonist mode; hits give high values. Mas-related G-protein coupled receptor member X1 (Homo sapiens), Q96LB2;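 active = calcium response B-score plate-corrected fluorescence ratio at least 3 library SD, with starting fluorescence B-score inside 5 SD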
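Material – MrgX1-expressing HEK293 cells · Input – 15,000 cells seeded per well · Dosing – compound as first of three additions · Times – overnight seeding, then 1 h dark dye loading · Measured by – kinetic Fluo-4 NW fluorescence of intracellular calcium · Read-out – B-scored fluorescence response ratio · Benchmarks – positive and negative control wells on each plate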
TRPC4 PAM: positive allosteric modulators of TRPC4, primary screen, cell-based, mouse TRPC4beta, HEK293 mu-opioid, Fluo-4 calcium. B-score at 10 µM. DAMGO EC20, Fluo-4 Ca2+ flux; hits give high values. Short transient receptor potential channel 4 (Mus musculus), Q9QUQ5. actives 0.42% (n = 310,000);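 active = B-score of calcium response area above 5 SD of library B-scores, with initial fluorescence ratio within 5 SD of library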;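 note: B-score of integrated fluorescence ratio over time as area under calcium response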
TRPC4 agonist: activators of mouse TRPC4 channel, primary screen, Fluo4 calcium, HEK293 TRPC4beta/mu-opioid cells. Short transient receptor potential channel 4 (Mus musculus), Q9QUQ5. Fluo4 calcium fluorescence; hits give high values. B-score at 10 µM. actives 0.49% (n = 310,000). AID 2237, 2010;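 active = B-score above 5 SD of library B-scores, and initial fluorescence ratio not above library mean plus 5 SD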;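 note: positive B-score marks a calcium rise read as TRPC4 activation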
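Test system: HEK293 cells stably co-expressing mouse TRPC4beta and mu-opioid receptor | Schedule: Fluo4 dye loading 45 min at room temperature, 110 s recording | Measured by: Kinetic Fluo4 calcium fluorescence, 5 s baseline at 1 Hz | Evaluation: B score of integrated ratio | Controls: Buffer (low) and maximal DAMGO (high)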
ANO1 block: TMEM16A chloride channel inhibitors, primary screen, cell-based, HTS; Anoctamin-1 (Mus musculus), Q8BHY3; normalized B-score (activity score, 25-100; higher = stronger inhibition) at 10 µM; actives 1.2% (n = 310,000); AID 588511, 2011; HEK293 TMEM16A/YFP iodide influx fluorescence, ionomycin;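 active = ratio plate-corrected score three or more library SD toward inhibition, starting fluorescence score within five deviations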;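 note: score derived from kinetic fluorescence span divided by baseline fluorescence per well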
MrgX1 PAM: positive allosteric modulators of MrgX1, primary screen, HEK293 cells, Fluo-4 calcium flux; Mas-related G-protein coupled receptor member X1 (Homo sapiens), Q96LB2; FDSS; hits give high values; B-score at 10 µM; actives 0.63% (n = 310,000);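 active = plate-corrected calcium response at least 3 library SD above typical, normal starting fluorescence, not activating the receptor alone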;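 note: compound read alongside a low EC10 to EC30 dose of BAM8-22 agonist; peak minus trough fluorescence over baseline measured at the second addition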
TRPC6 act: mouse TRPC6 channel activators, primary screen, cell-based, HEK293, membrane potential dye | B-score at 10 µM | actives 0.13% (n = 310,000) | AID 2550, 2010 | HEK293-TRPC6 membrane potential dye fluorescence; hits give high values;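 active = B-score of the integrated fluorescence ratio above library mean plus 3 SD, and starting fluorescence ratio within library mean plus 5 SD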;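 note: higher score means more depolarization so channel activation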
RGS4 block: RGS4 inhibitors, primary screen, cell-based, HEK293 M3R inducible RGS4, calcium flux; actives 0.45% (n = 310,000); Fluo-4 calcium flux; hits give high values; triggered by carbachol at its EC20; Regulator of G-protein signaling 4 (Homo sapiens), P49798; B-score at 10 µM;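 active = B-score, a plate-corrected calcium signal, over three deviations above library mean, with baseline fluorescence within five deviations of library mean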;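 note: RGS4 expression induced by doxycycline in cells with stable M3 receptor; B-score is computed from the integrated fluorescence ratio over baseline after carbachol; higher B-score means a larger calcium signal and so more RGS4 inhibition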
MrgX1 antagonist: antagonists of human MrgX1 receptor, primary screen, HEK293 cells, Fluo-4 calcium flux. Mas-related G-protein coupled receptor member X1 (Homo sapiens), Q96LB2. BAM8-22 antagonism; hits give low values. B-score at 10 µM. actives 1.3% (n = 310,000). AID 588676, 2011;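 active = calcium-response B-score plate-corrected more than 3 library SD below zero, starting fluorescence within 5 deviations, no agonist response on first addition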;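 note: peak minus trough fluorescence over baseline after final BAM8-22 challenge near maximal dose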
* marks the source's active call; other numbers are inactive results; i = inactive; x = no result given.

SMILES	TRPC4 inh	TRPC6 inhibitor	TMEM16A act	MrgX1 agonist	TRPC4 PAM	TRPC4 agonist	ANO1 block	MrgX1 PAM	TRPC6 act	RGS4 block	MrgX1 antagonist
COc1ccc(OC)c(NC(=O)C(Sc2ccccc2)c2ccccc2)c1 (stereo not given)	i	i	i	i	i	i	i	i	i	i	i
CCc1nc2c(cnn2-c2ccc(Cl)cc2)c(=O)n1-c1ccc(OC)cc1	i	i	i	i	i	i	i	i	i	i	i
Cc1ccc(/C=C2\C(=O)Nc3ccccc32)o1	i	i	i	i	i	i	i	i	i	i	i
COc1ccccc1NC(=O)CSc1nnnn1-c1ccc(C)cc1	i	i	i	i	i	i	i	i	i	i	i
O=C(NCc1ccc2c(c1)OCO2)C1CCN(c2nccc(C(F)(F)F)n2)CC1	i	i	i	i	i	i	i	i	i	i	i
O=C(/C=C\c1cn(-c2ccccc2)nc1-c1ccccc1)Nc1nccs1	i	i	i	i	i	i	i	i	i	i	i
O=C(COC(=O)c1cccs1)Nc1ccccc1Cl	i	i	i	i	i	i	i	i	i	i	i
COc1ccccc1C(=O)N1CCC(N2CCN(c3ccccc3OC)CC2)CC1	i	i	i	i	i	i	i	i	i	i	i
Cc1nc(C(C)N(C)Cc2nc(-c3ccc4c(c3)OCO4)no2)c(C)s1 (stereo not given)	i	i	i	i	i	i	i	i	i	i	i
CC(=O)Oc1cccc(N2C(=O)c3ccc(C(=O)Nc4cccnc4)cc3C2=O)c1	i	i	i	i	i	i	i	i	i	i	i
Cc1ccc(S(=O)(=O)N2CC(O)CC2C(=O)Nc2ccc3c(c2)CCC3)cc1 (stereo not given)	i	i	i	i	i	i	i	i	i	i	i
COC(=O)C1=C(O)/C(=C\c2ccc(CNC(=O)C(=O)Nc3ccc(C)cc3)o2)N=C1C	i	i	i	i	i	i	i	i	i	i	i
O=C(COc1ccccc1F)NCC(c1ccco1)N1CCCC1 (stereo not given)	i	i	i	i	i	i	i	i	i	i	i
Cc1[nH]c2ccc(F)cc2c1CCN(Cc1cccnc1)C(=S)Nc1ccc(F)cc1	i	i	i	i	i	i	i	i	i	i	i
COc1ccc(-c2cc3c(=O)n(CC(=O)N4CCCCC4)ncn3n2)cc1	i	i	i	i	i	i	i	i	i	i	i
N#Cc1c(-c2ccc(F)cc2)cc(-c2cccnc2)nc1N	i	i	i	i	i	i	i	i	i	i	i
CC1=C[C@@H](C)[C@@H](c2ccccc2)OC1=O	i	i	i	i	i	61*	i	i	i	i	i
Cc1cc[n+]2cc(-c3cccc([N+](=O)[O-])c3)c(-c3cccc([N+](=O)[O-])c3)cc2c1	i	i	i	i	i	i	i	i	i	i	i
COc1ccc(Cl)cc1NC(=O)Cn1c(=O)n2nc(C)nc2c2ccccc21	i	i	i	i	i	i	i	i	i	i	i
N/C(Cc1ccc(Cl)cc1Cl)=N\OC(=O)c1ccccc1F	i	i	i	i	i	i	i	i	i	i	i
O=C(Nc1cccc(Cl)c1)c1ccc(Cn2cc(Cl)cn2)cc1	i	i	i	i	i	i	i	i	i	i	i
CC1(C)CC(=O)N(c2ccc(Cl)c(Cl)c2)C(=O)C1	i	i	i	i	i	i	i	i	i	i	i
COc1ccc(-c2[nH]ncc2CN2CCC(OCc3ccccn3)CC2)c(F)c1	i	i	i	i	i	i	i	i	i	i	i
Cc1ccc(N2CC(O)=C(c3nc4ccccc4c(=O)[nH]3)C2=N)cc1C	i	i	i	i	i	i	i	i	i	i	i
CCN(CC(=O)Nc1c(F)cccc1F)C(=O)c1ccc2ccccc2n1	i	i	i	i	i	i	i	i	i	i	i
COc1ccc(NC(=S)NN(C)C(=S)Nc2ccc(OC)cc2)cc1	i	i	i	i	i	i	i	i	i	i	i
Cn1c(=O)cc(SCC(=O)N2CCN(c3ccccc3)CC2)c2ccccc21	i	i	i	i	i	i	i	i	i	i	i
Fc1ccc(-c2csc(-c3ccncc3)n2)cc1	i	i	i	i	i	i	i	i	i	i	i
O=C(CCS(=O)(=O)c1ccc(Br)cc1)Nc1cc(F)ccc1F	i	i	i	i	i	i	i	i	i	i	i
CCC(C)NC(=O)C1CCN(S(=O)(=O)c2ccc(Br)s2)CC1 (stereo not given)	i	i	i	i	i	i	i	i	i	i	i
CCNc1nc(NC(C)C)nc(Oc2ccc(OCc3ccccc3)nn2)n1	i	i	i	i	i	i	i	i	i	i	i
COc1cc2c(cc1OC)C(C)N(C(=O)c1ccc(Cl)c(S(=O)(=O)N3CCCCC3)c1)CC2 (stereo not given)	i	i	i	i	i	i	i	i	i	i	i
CC(=O)c1ccc(C(=O)N2CCc3c([nH]c4ccccc34)C2c2ccccn2)s1 (stereo not given)	i	i	i	i	i	i	i	i	i	i	i
Cc1ccc(NC(=O)Nc2cccs2)cc1	i	i	i	i	i	i	i	i	i	i	i
O=C(CSc1nnc(Cc2ccccc2)n1-c1cccc(Cl)c1)N1CCOCC1	i	i	i	i	i	i	i	i	i	i	i
COc1ccc(S(=O)(=O)N2CCC(C(=O)NCC3CCCO3)CC2)cc1OC (stereo not given)	i	i	i	i	i	i	i	i	i	i	i
Cc1ccc(C(=O)OCC(=O)NCCc2ccccc2)cc1S(=O)(=O)N1CCOCC1	i	i	i	i	i	i	i	i	i	i	i
COc1ccccc1C(=O)C1CCCN(C(=O)C2CCCC2)C1 (stereo not given)	i	i	i	i	i	i	i	i	i	i	i
Cc1cc(C)n2nc(C(=O)OCC(=O)N3CCC3)nc2n1	i	i	i	i	i	i	i	i	i	i	i
Cc1cccc(NC(=S)NCCc2ccc(F)cc2)c1C	i	i	i	i	i	i	i	i	i	i	i

Fetched one by one from above (2):
SMILES	TRPC4 inh	TRPC6 inhibitor	TMEM16A act	MrgX1 agonist	TRPC4 PAM	TRPC4 agonist	ANO1 block	MrgX1 PAM	TRPC6 act	RGS4 block	MrgX1 antagonist
O=C(CSc1nnc(Cc2ccccc2)n1-c1cccc(Cl)c1)N1CCOCC1	i	i	i	i	i	i	i	i	i	i	i
CCNc1nc(NC(C)C)nc(Oc2ccc(OCc3ccccc3)nn2)n1	i	i	i	i	i	i	i	i	i	i	i

Continuation:
SMILES	TRPC4 inh	TRPC6 inhibitor	TMEM16A act	MrgX1 agonist	TRPC4 PAM	TRPC4 agonist	ANO1 block	MrgX1 PAM	TRPC6 act	RGS4 block	MrgX1 antagonist
O=c1[nH]c(=O)n(-c2ccccc2)c2c1C(C(F)(F)F)(C(F)(F)F)N=C(C1CCCCC1)N2	i	i	i	i	i	i	i	i	i	i	i
COC(=O)c1ccc(C23CC4(C2)[C@H](CN(Cc2ccc(C(F)(F)F)cc2)[C@@H]4c2ccccc2)C3c2ccccc2)cc1 (stereo not given in full)	i	i	i	i	i	i	i	i	i	i	i
CCc1ccc(C(=O)NCc2ccc(Cl)cc2Cl)cc1	i	i	i	i	i	i	i	i	i	i	i
Nc1ccc(N(c2ccccc2)c2ccc(N)cc2)cc1	i	i	i	i	i	i	i	i	i	i	i
COCCNC(=O)C(c1ccc(C)o1)N(C(=O)Cn1nnc2ccccc21)c1ccccc1 (stereo not given)	i	i	i	i	i	i	i	i	i	i	i
O=C(Nc1ccccc1C(=O)NC1CCCCC1)c1ccccc1	i	i	i	i	i	i	i	i	i	i	i
CC(C)(C)CC(=O)NCc1cccs1	i	i	i	i	i	i	i	i	i	i	i
Cc1ccc(-n2nc(C)c(C3(O)C(=O)N(C)c4ccccc43)c2N)cc1 (stereo not given)	i	i	i	i	i	i	i	i	i	i	i
Cc1nc(N2CCN(S(=O)(=O)c3ccc(Br)cc3)CC2)c2c(C)c(C)sc2n1	i	i	i	i	i	i	i	i	i	i	i
O=C(O)CCNc1cc2ccccc2cc1C(=O)O	i	i	i	i	i	i	i	i	i	i	i
COc1ccccc1NC(=O)CSc1nc(N)cc(N)n1	i	i	i	i	i	i	i	i	i	i	-5.5*
CC1(C)C(N(O)C(=O)Nc2ccccc2)N(c2cccc(Cl)c2)C(=O)N1O (stereo not given)	i	i	i	i	i	i	i	i	i	i	i
COC(=O)c1cc2c(cc1[N+](=O)[O-])OCO2	i	i	i	i	i	i	i	i	i	i	i
O=C(O)c1ccc(NS(=O)(=O)c2cccc3cccnc23)cc1	i	i	i	i	i	i	i	i	i	i	i
Cc1nnc(NC(=O)CSc2nc(N)c(NC(=O)c3cccs3)c(=O)[nH]2)s1	i	i	i	i	i	i	i	i	i	i	i
CC(=O)Nc1ccc(S(=O)(=O)NCCC(=O)Nc2cccc(Cl)c2)cc1	i	i	i	i	i	i	i	i	i	i	i
C=CCn1c(C2CCCCC2)n[nH]c1=S	i	i	i	i	i	i	i	i	i	i	i
Cc1onc(-c2c(Cl)cccc2Cl)c1C(=O)NCCc1ccc(S(N)(=O)=O)cc1	i	i	i	i	i	i	i	i	i	i	i
CNC(=S)Nc1ccc(-c2nc3ccc(C)cc3s2)cc1	i	i	i	i	i	i	i	i	i	i	i
Cc1ccc(S(=O)(=O)NNC2=NS(=O)(=O)c3ccccc32)c(C)c1	i	i	i	i	i	i	i	i	i	i	i
COc1ccccc1CCC(=O)Nc1ccc2c(c1)CN(Cc1ccc(CO)o1)CC2	i	i	i	i	i	i	i	i	i	i	i
CCCN(CCC)C(=O)Cc1coc2ccc3ccccc3c12	i	i	x	i	10*	i	i	i	i	i	i
COC(=O)c1ccc(CNC(=O)COC(=O)c2ccc(N(C)C)cc2)cc1	i	i	i	i	i	i	i	i	i	i	i
Cc1ccc(NC(=O)C(Cc2ccccc2)NC(=O)OCc2ccccc2)cc1C (stereo not given)	i	i	i	i	i	i	i	i	i	i	i
